Mdm2-MdmX inh: disrupts the human Mdm2-MdmX interaction. O15151+Q00987. SaOS-2 split-luciferase Mdm2/MdmX complementation, luminescence. inhibition, % at 8 µM. 330,000 compounds, 3% hits. AID 485346;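 active = inhibition of at least 50% at 8 µM in the primary screen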
UPR CHOP act: apoptotic UPR (CHOP) activation. 330,000 compounds, 0.34% hits. activation, % at 10 µM. AID 449763. CHO-CHOP luciferase reporter, luminescence; percent of tunicamycin response over DMSO baseline;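 active = at 10 µM dose, activation of 40% or more, normalized to positive control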;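 also: 100% = tunicamycin at 10 µg/mL and 0% = DMSO alone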
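Test system: CHO-CHOP cells, stable luciferase reporter of PERK-eIF2a-CHOP signalling | Quantity: 500 CHO-CHOP cells per well | Buffer or medium: F12 plus 10% serum | Compound dosing: 10 µM single point, 0.5% DMSO | Schedule: 6 h compound treatment, 37 °C | Signal: Luciferase luminescence | Control set: Tunicamycin high control, DMSO low control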
CXCR6 inh: inhibitors of human CXCR6 receptor. O00574. CHO-K1 PathHunter CXCR6 beta-arrestin, luminescence. inhibition, % at 20 µM. 360,000 compounds, 0.36% hits; in the data active = inhibition above about 34%, passing the limit was not always enough;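 also: antagonist mode with CXCL16 agonist at 10 nM final; 0% = 10 nM CXCL16 with DMSO and 100% = unstimulated wells without agonist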
Target sequence (O00574 whole entry, looked up): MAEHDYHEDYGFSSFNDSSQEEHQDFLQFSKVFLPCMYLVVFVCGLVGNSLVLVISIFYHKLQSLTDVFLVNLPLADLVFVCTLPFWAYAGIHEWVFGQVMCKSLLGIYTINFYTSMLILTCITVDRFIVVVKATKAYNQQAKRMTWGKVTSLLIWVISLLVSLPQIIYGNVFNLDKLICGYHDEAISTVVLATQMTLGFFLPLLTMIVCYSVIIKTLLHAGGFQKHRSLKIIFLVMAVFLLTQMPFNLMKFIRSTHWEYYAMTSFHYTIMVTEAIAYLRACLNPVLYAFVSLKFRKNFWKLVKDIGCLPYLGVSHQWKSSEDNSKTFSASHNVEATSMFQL
APJ antag: blocks the human apelin receptor APJ; P35414; CHO-K1 APJ beta-arrestin complementation, luminescence; inhibition, % at 20 µM; 330,000 compounds, 0.32% hits; AID 2521;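 active = inhibition above about 40% at 20 µM, limit read from the data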;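 also: cells challenged with 10 nM apelin-13 agonist together with compound; plate controls were apelin-13 plus DMSO wells for no effect and DMSO wells lacking apelin-13 for full effect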
EBI2 block: EBI2 (human) antagonism. P32249. EBI2 beta-arrestin recruitment, luminescence, 7a,25-OHC stimulated. inhibition, % at 5 µM. 360,000 compounds, 0.81% hits. AID 651636; in the data active = inhibition above about 38%;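 also: enzyme fragment complementation signal reports receptor beta-arrestin coupling in cells; 0% = agonist plus DMSO wells and 100% = wells without agonist; some results beyond the cut were filed as inactive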
Target sequence (P32249 whole entry, looked up, the tested form may be a part): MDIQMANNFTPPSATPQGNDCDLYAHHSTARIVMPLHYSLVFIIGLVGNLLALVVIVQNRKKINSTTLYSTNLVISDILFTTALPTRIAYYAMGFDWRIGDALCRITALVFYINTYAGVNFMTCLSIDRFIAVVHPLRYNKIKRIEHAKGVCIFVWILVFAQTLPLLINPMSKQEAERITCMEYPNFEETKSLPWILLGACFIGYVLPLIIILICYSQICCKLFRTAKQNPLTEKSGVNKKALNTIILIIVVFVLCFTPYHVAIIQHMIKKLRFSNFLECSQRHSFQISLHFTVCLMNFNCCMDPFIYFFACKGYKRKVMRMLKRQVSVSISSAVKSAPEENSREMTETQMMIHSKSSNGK
APJ agonist: agonists of human APJ apelin receptor | P35414 | CHO-K1 APJ PathHunter beta-arrestin, luminescence; 0% DMSO wells, 100% apelin | activation, % at 20 µM | 330,000 compounds, 0.11% hits;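 active = activation more than six SD over the plate average, tested at 20 µM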;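 also: 0% = DMSO alone and 100% = apelin-13 at 10 nM; some results filed as inactive read as strong as hits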
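Assay system: engineered CHO-K1 APJ arrestin reporter cells; Amount: 1000 CHO-K1 reporter cells seeded per well; Dosing: one dose, 20 µM compound, 1% DMSO; Times: compound stimulation 90 min at 25 °C, detection 60 min; Measured by: luminescent beta-gal fragment complementation, chemiluminescent substrate; Read-out: APJ–arrestin association signal; Controls: DMSO vs Apelin-13 10 nM.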
tim23-1 inh: tim23-1 yeast growth inhibition; S. cerevisiae tim23-1 growth, BacTiter-Glo luminescence, 24 h; inhibition, % at 20 µM; 330,000 compounds, 1.3% hits; AID 463212;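 active = growth inhibition of the mutant yeast at or above 50%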;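 also: temperature-sensitive mutant grown at 25 °C; plate controls were DMSO-treated mutant yeast for no effect and medium wells lacking yeast for full effect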
CCR6 antagonist: CCR6 (human) receptor antagonism; CHO-K1 CCR6 PathHunter beta-arrestin, luminescence, CCL20-stimulated; inhibition, % at 20 µM; 340,000 compounds, 0.49% hits; AID 493098;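 active = compounds whose inhibition of the agonist-driven luminescence signal at 20 µM reaches about 50%, limit read from the data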;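 also: cells stimulated with CCL20 at 14 nM final; plate controls were DMSO with CCL20 for no effect and DMSO without agonist for full effect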
Target sequence (P51684 whole entry, looked up): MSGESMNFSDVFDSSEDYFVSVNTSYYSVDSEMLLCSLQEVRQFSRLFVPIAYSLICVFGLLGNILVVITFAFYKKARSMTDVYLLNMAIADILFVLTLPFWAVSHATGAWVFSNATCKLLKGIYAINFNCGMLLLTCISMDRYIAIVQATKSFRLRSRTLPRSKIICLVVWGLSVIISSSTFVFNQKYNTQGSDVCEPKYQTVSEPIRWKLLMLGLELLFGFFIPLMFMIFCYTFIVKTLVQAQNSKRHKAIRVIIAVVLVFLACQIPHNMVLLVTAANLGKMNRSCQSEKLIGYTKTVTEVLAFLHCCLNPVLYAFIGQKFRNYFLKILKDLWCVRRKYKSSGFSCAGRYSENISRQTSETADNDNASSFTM
UPR XBP1 act: activators of adaptive arm of unfolded protein response (XBP1). CHO-XBP1 luciferase reporter, IRE1-XBP1 UPR activation, luminescence; percent of tunicamycin response, DMSO as zero. activation, % at 20 µM. 330,000 compounds, 0.33% hits. AID 463104;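 active = versus positive control, 20 µM dose yields 30% or more activation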;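 also: 100% = tunicamycin at 10 µg/mL and 0% = DMSO only wells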
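Material: CHO-XBP1 cells stably carrying IRE1-XBP1-driven luciferase reporter / Amount: 1000 cells per well / Compound: 20 µM, 1% DMSO / Times: 6 h treatment, 37 °C / Detection: luciferase luminescence / Measure: % activation of reporter signal versus tunicamycin and DMSO controls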
Starred values were filed as active, the others as inactive; . = no result given. These rows are one share of the data. The share of hits here may be higher or lower than overall.

SMILES | Mdm2-MdmX inh | UPR CHOP act | CXCR6 inh | APJ antag | EBI2 block | APJ agonist | tim23-1 inh | CCR6 antagonist | UPR XBP1 act
O=S(=O)(c1ccccc1)N1N=C(c2cccs2)CC1c1ccc(Br)cc1 (stereo not given) | 17 | -0.8 | 10 | 17 | 10 | -3 | 0 | 8 | -1
CCn1cc(SCC(N)=O)c2ccccc21 | 9 | 6.9 | -3 | 11 | -6 | 4 | -9 | 8 | -3
COc1ccc(NC(=O)C2CCC(N3C(=O)C4C5C=CC(C5)C4C3=O)CC2)cc1 (stereo not given) | 15 | -1.3 | 7 | 9 | 4 | 5 | 17 | 6 | 0
Cc1ccc(S(=O)(=O)CCC(=O)Nc2ccccc2Cl)cc1 | 15 | -0.2 | -10 | 0 | 1 | -1 | 13 | -5 | -4
CC(=O)Nc1nc2n(n1)C(c1ccc(Cl)cc1)C=C(C)N2 (stereo not given) | -4 | -3.0 | 0 | -28 | -2 | -3 | 6 | 22 | -1
O=C(NCc1cccs1)c1nn2cccnc2c1Cl | 13 | 2.7 | 4 | -9 | -9 | -1 | 1 | 10 | -6
Cc1ccc(SCC(=O)OC(C)C(=O)NCc2ccccc2)cc1C (stereo not given) | 10 | 0.9 | 0 | -24 | 17 | 5 | 10 | 10 | -4
CC(C)C(NC(=O)c1ccc(C(C)(C)C)cc1)C(=O)N1CCCC1 (stereo not given) | -5 | 4.3 | 3 | 12 | -7 | 1 | 35 | 13 | -3
O=C(NC12CC3CC(CC(C3)C1)C2)c1ccc([N+](=O)[O-])o1 | 39 | 22 | -12 | -13 | -8 | 1 | 64* | -17 | 0
CCc1ccccc1NC(=O)C1CCCN(c2nccc(C)n2)C1 (stereo not given) | 31 | 0.3 | 2 | 8 | -3 | -3 | 6 | 12 | 4
CNC(=O)C(=O)Nc1cc2c3c(c1)CCN3C(=O)CC2 | 19 | 1.7 | 4 | -13 | -9 | -2 | -20 | 13 | 1
Cn1ccnc1SCCNC(=O)CCc1nnc(CCCCc2ccccc2)o1 | 14 | 1.5 | -8 | 7 | 2 | -3 | 5 | 2 | -1
CCc1nc2ccccc2c(C(=O)OCC(=O)NCc2ccc3c(c2)OCO3)c1C | -4 | -1.4 | 0 | -5 | 16 | 2 | 33 | -3 | 1
OCC[C@H]1C[C@H](O)[C@@H](O)[C@@]2(Cc3ccccc3CO2)O1 | -8 | -1.3 | -1 | 0 | -12 | 3 | 5 | -1 | 0
O=C(NCc1nnc(SCC(=O)N2CCN(c3ccccc3)CC2)o1)c1c(F)cccc1F | 3 | 0.1 | -2 | 2 | 2 | -3 | 3 | 21 | -5
O=C1NC(=Nc2ccccc2)/C(=C/c2ccco2)S1 | 22 | 0.7 | 8 | 19 | 2 | -3 | 15 | 6 | -3
COc1cccc(C(=O)CSc2nccn2C)c1 | 11 | -0.7 | 3 | -2 | 6 | -2 | -3 | 6 | -3
Cc1ccc(Cl)cc1Nc1nc(-c2sc(NC(=O)C(C)(C)C)nc2C)cs1 | 31 | 5.5 | 3 | 9 | -7 | 0 | 24 | 14 | 0
CCOC(=O)C1=C(c2ccccc2)c2ccc(OC)cc2N(S(=O)(=O)C(F)(F)F)C1C(=O)OCC (stereo not given) | 21 | -0.5 | 3 | . | -1 | . | 41 | 12 | 2
Cc1ccccc1N1CC(C(=O)N2CC(C)OC(C)C2)CC1=O (stereo not given) | -5 | 0.1 | -18 | 0 | -4 | 0 | 2 | 7 | -4
Cc1sc(NC(=O)c2cccs2)c(C(=O)OC(C)C)c1C | 7 | -0.7 | -5 | 6 | -7 | -6 | 14 | 0 | -2
CCOc1ccc(/C=N/NC(=O)c2ccccc2C)cc1CN1CC2CC(C1)c1cccc(=O)n1C2 (stereo not given) | 1 | 4.6 | 0 | 7 | 26 | 3 | 5 | 4 | -1
CCCCOc1ccc(C(=O)Nc2ccc(N3CCN(C(C)=O)CC3)cc2)cc1 | 11 | -1.3 | -3 | -1 | 7 | 1 | 15 | 5 | -3
O=C(O)CCC(=O)N1CCc2cc(S(=O)(=O)NCCc3ccc(Cl)cc3)ccc21 | -2 | -0.1 | 8 | 11 | -10 | 1 | -9 | 10 | -4
CCc1c(C)sc(NC(=O)c2ccco2)c1C(=O)N1CCOCC1 | 18 | 0.5 | 9 | 13 | -6 | -5 | 11 | -4 | 4
COCCNC(=O)c1ccc(C)cc1C | 5 | -0.8 | -5 | -4 | 0 | -3 | -3 | -3 | -1
CC1(C)CC(NC(=O)C2CCN(S(=O)(=O)c3cccc(C(F)(F)F)c3)CC2)CC(C)(C)N1 | 5 | -1.7 | -8 | -11 | 5 | -1 | -7 | -2 | 1
O=C(c1ccco1)N1CCN(CC(=O)N2CCCc3c2c(=O)oc2ccc(O)cc32)CC1 | -4 | -1.0 | . | 1 | . | -3 | 0 | 18 | -4
COc1ccc(-c2cc(C(=O)N3CCCC3)no2)cc1 | -7 | -3.7 | 6 | -19 | -3 | -3 | 14 | 3 | -11
CCN(CC)CCNC(=O)CCc1c(C)nc2c(c(C)nn2-c2ccc(C)cc2)c1C | 61* | 1.0 | 4 | 28 | 14 | -1 | 22 | 24 | 1

The closing 3 entries of the part above open the next one.
SMILES | Mdm2-MdmX inh | UPR CHOP act | CXCR6 inh | APJ antag | EBI2 block | APJ agonist | tim23-1 inh | CCR6 antagonist | UPR XBP1 act
O=C(c1ccco1)N1CCN(CC(=O)N2CCCc3c2c(=O)oc2ccc(O)cc32)CC1 | -4 | -1.0 | . | 1 | . | -3 | 0 | 18 | -4
COc1ccc(-c2cc(C(=O)N3CCCC3)no2)cc1 | -7 | -3.7 | 6 | -19 | -3 | -3 | 14 | 3 | -11
CCN(CC)CCNC(=O)CCc1c(C)nc2c(c(C)nn2-c2ccc(C)cc2)c1C | 61* | 1.0 | 4 | 28 | 14 | -1 | 22 | 24 | 1
CCc1nc(SCC(=O)Nc2nnc(CC)s2)c2c(=O)n(C)c(=O)n(C)c2n1 | 28 | -1.0 | -4 | 10 | -7 | -2 | 2 | 11 | -3
CCOC(=O)Nc1ccc2c(c1)N(C(=O)CN1CCN(C)CC1)c1ccccc1S2 | 12 | -1.6 | 16 | 17 | 1 | -2 | 10 | -4 | -2
CC(C)N1C(=O)CCC1C(=O)N1CCC(Cc2ccccc2)CC1 (stereo not given) | 4 | -0.8 | 2 | 8 | 1 | -1 | 11 | 8 | -2
Cc1ccc(-c2cc(C(=O)OC3CCOC3=O)c3ccccc3n2)c(C)c1 (stereo not given) | -6 | -1.3 | 4 | 10 | -7 | -2 | 20 | 18 | 0
COc1ccc(-c2nn(-c3ccccc3)cc2/C=C(\C#N)S(=O)(=O)c2ccccc2)cc1OC | 28 | 6.2 | 10 | 2 | 9 | -3 | -2 | 11 | 4
Cc1cccc(NC(=O)C2CC(=O)N(c3ccc4c(c3)OCCO4)C2)n1 (stereo not given) | 11 | -1.4 | -4 | 20 | -5 | -4 | 2 | -5 | -2
Cc1cc(SC2CCOC2=O)nc2ccccc12 (stereo not given) | 8 | -1.4 | 19 | -9 | 0 | -2 | 5 | 3 | 6
Cc1cc(C)n(S(=O)(=O)c2cccc(Cl)c2Cl)n1 | 6 | -1.3 | -12 | 8 | -6 | -5 | 21 | 4 | -1
Cn1cccc1Cc1nnc(SCC(=O)N2CCc3ccccc32)n1CCc1ccccc1 | 31 | 0.9 | -4 | -1 | 68* | -4 | 35 | 13 | -2
CCOc1cc(NC(=S)NCC2CCCO2)c(OCC)cc1NC(=O)c1ccccc1F (stereo not given) | 10 | -0.4 | 6 | -14 | 38 | -5 | 14 | 4 | -3
CC1CN(S(=O)(=O)c2cn(C)c(=O)n(C)c2=O)CC(C)O1 (stereo not given) | 9 | 0.1 | -4 | -4 | -9 | -3 | -3 | 12 | 3
CCCN(Cc1cc2cc(C)ccc2[nH]c1=O)C(=O)c1cccc(OC)c1 | 28 | -1.3 | 2 | -2 | 11 | -1 | 2 | 13 | -3
CCn1c(C)nc2cc(C(=O)NNS(=O)(=O)c3ccc(C)cc3C)ccc21 | -7 | -2.3 | 1 | -9 | -19 | -3 | 5 | -16 | -3
N#Cc1c(N)n(-c2ccc(N)cc2)c2nc3ccccc3nc12 | 24 | -1.7 | 2 | 5 | -6 | -3 | 4 | 12 | 0
O=C(NCc1ccco1)c1ccc(COc2cc(Cl)ccc2Cl)cc1 | -7 | 1.9 | 3 | -35 | 8 | -3 | 12 | 0 | 2
O=C(COc1ccc(C(=O)NCC2CCCO2)cc1)Nc1cccc(C(F)(F)F)c1 (stereo not given) | 12 | -1.5 | -2 | -3 | -11 | 11 | 12 | 9 | -2
CC1(C)O[C@@H]2[C@H](O1)[C@@H](COS(=O)(=O)O)O[C@H]2n1cnc2c(=O)[nH]cnc21 | 2 | 0.9 | -4 | 6 | -17 | -4 | -17 | 9 | 1
Cc1nn(-c2ccccc2)c2nc(Cl)c(C(=O)O)cc12 | -54 | 2.2 | 2 | 5 | -8 | -2 | 6 | 3 | 4
O=C(COC(=O)COc1ccccc1)NC1CCS(=O)(=O)C1 (stereo not given) | 12 | -0.5 | -8 | 9 | -3 | -2 | 7 | 1 | 0
COc1ccccc1N1CCN(C(=O)CCc2ccc(S(=O)(=O)NC(C)C)cc2)CC1 | -10 | -1.4 | -8 | 3 | -3 | 0 | 7 | 0 | 1
CC(=O)c1cccc(NC(=O)NC(C)c2ccc3c(c2)OCO3)c1 (stereo not given) | 7 | -1.3 | 0 | -19 | 9 | -2 | 7 | -20 | -6
CCCc1nn(C)c2c(=O)[nH]c(-c3ccccc3OCC)nc12 | 6 | 1.5 | -5 | -13 | -20 | 2 | 22 | 3 | 0
CC(C)Cn1c(N)c(C(=O)NCC2CCCO2)c2nc3ccccc3nc21 (stereo not given) | 52* | 2.1 | 2 | 16 | 2 | -8 | 32 | 6 | 0
COC(=O)C1SCCN1S(=O)(=O)c1ccc(Cl)cc1 (stereo not given) | 6 | -0.8 | -9 | 1 | -5 | -3 | 16 | 11 | -1
C/C(=N\NC(=O)C1CC1)c1ccc(NC(=O)c2ccc(Br)o2)cc1 | -36 | 3.8 | . | 3 | . | 1 | 4 | . | 7
CNC(C)C#Cc1ccc2oc3cccc(OC)c3c(=O)c2c1 (stereo not given) | -21 | 2.8 | -4 | -51 | 0 | 6 | 32 | 7 | 6
COc1ccccc1N(C)S(=O)(=O)c1ccc(C(=O)OCC(=O)N(C(C)C)C(C)C)cc1 | 27 | -3.0 | -6 | 11 | 3 | -1 | 23 | 4 | -2
CCOc1ccccc1CNC(=O)Cn1ccc2cc(S(=O)(=O)N3CCC(C)CC3)ccc21 | 24 | -1.5 | 8 | 6 | 9 | 3 | 27 | 16 | -3

Bioassay records (PubChem)
